Compound activity: PubChem, National Center for Advancing Translational Sciences (NCATS)
GLS inh = inhibitors of human glutaminase (GLS) | Potency, µM (titrated, usually from 45.5 µM), for the others: at the top dose activity change, negative = inhibition, actives largely listed as inhibitors | O94925 | 0.21% of 410,000 active | GLS enzymatic activity, qHTS titration | AID 624170; active = well fitted inhibition curve with a large enough effect
Target sequence (O94925 whole entry, looked up): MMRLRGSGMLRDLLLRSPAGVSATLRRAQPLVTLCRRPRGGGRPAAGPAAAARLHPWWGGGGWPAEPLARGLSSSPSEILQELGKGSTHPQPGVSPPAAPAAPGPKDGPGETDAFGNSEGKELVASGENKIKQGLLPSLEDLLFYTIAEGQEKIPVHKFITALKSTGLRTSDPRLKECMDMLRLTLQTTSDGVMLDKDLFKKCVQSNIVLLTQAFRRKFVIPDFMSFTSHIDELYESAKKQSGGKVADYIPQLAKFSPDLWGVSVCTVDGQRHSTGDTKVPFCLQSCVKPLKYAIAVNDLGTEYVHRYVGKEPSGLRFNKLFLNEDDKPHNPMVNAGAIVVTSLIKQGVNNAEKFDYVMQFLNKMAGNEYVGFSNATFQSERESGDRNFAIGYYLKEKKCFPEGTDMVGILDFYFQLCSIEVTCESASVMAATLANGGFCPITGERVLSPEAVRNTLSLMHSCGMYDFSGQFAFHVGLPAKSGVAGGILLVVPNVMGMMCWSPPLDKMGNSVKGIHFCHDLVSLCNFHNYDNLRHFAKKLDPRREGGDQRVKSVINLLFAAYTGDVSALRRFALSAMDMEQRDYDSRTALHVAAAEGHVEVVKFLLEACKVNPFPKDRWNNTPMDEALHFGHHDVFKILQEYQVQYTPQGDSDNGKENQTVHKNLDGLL
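Two-point fluorescence kinetic (t0, 30 min RT) for hKGA; glutamate detected via glutamate oxidase–HRP–Amplex Red. Substrate: 1 mM L-glutamine solution; buffer 45 mM KH2PO4, pH 8.2.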
Starred values were filed as active, the others as inactive; & = joins results of further samples; [ ] = dose if it differs, or a comment. % is scaled to controls: 0 for no effect and ±100 for the full control effect; potency is read from the fitted curve at half-maximal effect.

GLS inh,SMILES
0%,CCOC(=O)C1(C)CCCN(C(=O)c2cccc(C(F)(F)F)c2)C1 (configuration not stated)
12%,CC1(C(=O)NS(=O)(=O)c2ccc3c(c2)CCO3)CCN1C(=O)Cc1ccc(-c2ccccc2)cc1 (configuration not stated)
3%,COc1cc(NC(=O)c2ccc(-c3cccnc3)c3ccoc23)cc(OC)c1OC
5%,CCOC(=O)[C@]12CCC=C1N(Cc1ccc3c(c1)OCO3)C(=O)[C@H](CC(=O)N1CCSCC1)C2
4%,COCCNC(=O)C1Cc2c(-c3cccc(NC(C)=O)c3)ccnc2O1 (configuration not stated)
14%,O=C1NC2CCCCN2C12CCN(CCCN1c3ccccc3CCc3ccc(Cl)cc31)CC2 (configuration not stated)
2%,COc1cccc(-c2cc3nc(NCCCN(C)C)n(C)c(=O)c3s2)c1
19%,Clc1ccc(Cn2ncc3c(N4CCN(c5ccccc5)CC4)ncnc32)cc1
2%,COc1cc(CNc2ncnc3c2ncn3[C@H]2CN(Cc3ccco3)C[C@@H](CO)O2)cc(OC)c1OC
10%,CC1(C(=O)NCc2cccs2)CCN1C(=O)Cc1cccc2ccccc12 (configuration not stated)
2%,O=C(c1cccc(Cl)c1)N1CCC(=O)N([C@H](COCc2ccccc2)Cc2ccccc2)CC1
-16%,CC(C)c1ccc(NC(=O)N2CCc3nc(NCc4cccc(Oc5ccccc5)c4)ncc3C2)cc1
-10%,c1ccc2c(-c3cnc4cccnn34)cncc2c1
-1%,Cc1ccc(S(=O)(=O)N2C[C@H]3C(=O)C[C@@H](c4ccc(Cl)cc4)N(S(=O)(=O)c4ccc(C)cc4)[C@H]3C[C@H]2c2ccc(Cl)cc2)cc1
2%,COCCNC(=O)C1CCCN(C(=O)c2cc(C)n(C(C)(C)C)n2)CC1 (configuration not stated)
-5%,COc1ccc(NC(=O)c2cc(C3CCCCN3C(=O)CCc3ccccc3)on2)c(C)c1 (configuration not stated)
2%,CCOC(=O)C1=C(C)N=c2sc(=Cc3cc(Cl)c(OCC(=O)O)c(OC)c3)c(=O)n2C1c1ccccc1Cl (configuration not stated)
1%,OC[C@H]1O[C@@H](n2cnc3c2NC=NC[C@H]3O)C[C@@H]1O
-4%,CN1CCN(C(=O)c2cc3c(c(-c4cccc(-c5cc6ccccc6o5)c4)n2)[C@H](CCO)N(S(=O)C(C)(C)C)C3)CC1 (some centres not stated)
1%,Cc1ccc(S(=O)(=O)N2C[C@H]3C(=O)C[C@@H](c4ccccc4F)N(S(=O)(=O)c4ccc(C)cc4)[C@H]3C[C@H]2c2ccccc2)cc1
0%,CCCCC(c1nc2ccccc2[nH]1)N(C(=O)c1ccccc1)c1ccccc1[N+](=O)[O-] (configuration not stated)
1%,CC(=O)NC(c1ccccc1)c1nc(/C=C/c2ccccc2)cs1 (configuration not stated)
15%,CCc1nc2ccc(C(=O)NCCN(C)C)cn2c1N(CC)CCOC
-6%,CCCCC[C@@H]1CCCCC[C@@H](O)C[C@@H](O)[C@H](O)/C=C/C(=O)O1
5%,O=C(Nc1ccc(OC(F)(F)F)cc1)N1CCc2nc(NCc3cccc(Oc4ccccc4)c3)ncc2C1
14%,NC(Cc1ccc(C(F)(F)F)cc1)c1csc(Nc2ncccn2)n1 (configuration not stated)
-2%,CC(C)(C)S(=O)(=O)/C(C#N)=C/c1cccn1S(=O)(=O)c1ccccc1
-7%,O=C1NC[C@H](Cc2ccc(O)cc2)N(C[C@H]2CCCN2C[C@H](Cc2ccc(O)cc2)N2C[C@H](Cc3ccc(O)cc3)N(CCc3ccccc3)C(=O)C2=O)C1=O
5%,Cn1nc(C(C)(C)C)cc1C(=O)N1CCCCC1c1cc(C(=O)Nc2ccccc2Cl)no1 (configuration not stated)
8%,CCc1nc2ccc(C(=O)NC3CCN(Cc4ccccc4)CC3)cn2c1N(CC)CCOC
92%[activator],COc1ccc(C(=O)c2[nH]c(N)c(C(N)=O)c2-c2ccc(OC)c(OC)c2)cc1
8%,COc1ccc(CC(N)c2csc(NC(=O)Nc3ccccc3-c3ccccc3)n2)cc1 (configuration not stated)
22%,CN(C)CCN1CCN(c2cc(-c3cccc(Cl)c3)nc3ccnn23)CC1
15%,CC(=NNC1=NCCN1)c1cnn(C2=NCCN2)c1C
3%,CC(C)c1ccc(NC(=O)C2(C)Cc3c(-c4ccc5c(c4)OCO5)ccnc3O2)cc1 (configuration not stated)
-17%,CCOc1cc(OCC)cc(C(=O)N2CCC[C@H]2C(=O)N2CCC[C@H]2C(=O)NCc2ccncc2)c1
-2%,O=C(NCc1ccccc1Cl)[C@H]1CCCN1C(=O)[C@H]1CCCN1C(=O)c1cccc2ccccc12
2%,CSc1ccc(CN2C(=O)C(C)Sc3ccc(C(C)=O)cc32)cc1 (configuration not stated)
-15%,COC(=O)[C@@]1(Sc2ccc(C)cc2)CC(=O)N[C@@H]1c1ccco1
7%,COC(=O)[C@]12CCCCC=C1N(Cc1ccco1)C(=O)[C@H](CC(=O)NCCCN1CCCC1=O)C2
17%,CC1CCCCc2nc3c(c(=O)n21)CCCC3 (configuration not stated)
3%,OCCNc1ncnc2c1ncn2[C@H]1CN(Cc2ccco2)C[C@@H](CO)O1
0%,CC1(C(=O)NCc2ccccc2)CCC(=O)N1CC(F)(F)F (configuration not stated)
7%,COc1cccc(CNC(=O)[C@@H]2CCCN2C(=O)[C@H]2CCCCN2C(=O)c2cccc3ccccc23)c1
10%,C[C@H]1CNC(=O)c2c(C(=O)N3CCN(C(=O)OC(C)(C)C)CC3)ncn21
5%,CC(C)NC(=O)c1cc(C2CCCCN2S(=O)(=O)c2ccc(C#N)cc2)on1 (configuration not stated)
-1%,COCCNC(=O)C1CCCN(C(=O)c2oc3ccccc3c2C)CC1 (configuration not stated)
1%,C[C@@H](NC(=O)[C@H]1O[C@@H](n2cnc3c(N)ncnc32)[C@H](O)[C@@H]1O)c1cccc2ccccc12
10%,CCOc1ccc(CCN2C(=O)C(=O)N([C@@H](Cc3ccccc3)CN3CCC[C@H]3CN3C(=O)C(=O)NC[C@@H]3Cc3ccc(O)cc3)C[C@@H]2Cc2ccc(O)cc2)cc1
-3%,CCc1cc(S(=O)(=O)O)c2cc(C(C)C)cccc1-2

Sorted by count of non-hydrogen atoms (smallest number first): 13 of the compounds above
GLS inh,SMILES
-3%,CCc1cc(S(=O)(=O)O)c2cc(C(C)C)cccc1-2
0%,CC1(C(=O)NCc2ccccc2)CCC(=O)N1CC(F)(F)F (configuration not stated)
-15%,COC(=O)[C@@]1(Sc2ccc(C)cc2)CC(=O)N[C@@H]1c1ccco1
10%,C[C@H]1CNC(=O)c2c(C(=O)N3CCN(C(=O)OC(C)(C)C)CC3)ncn21
22%,CN(C)CCN1CCN(c2cc(-c3cccc(Cl)c3)nc3ccnn23)CC1
3%,CC(C)c1ccc(NC(=O)C2(C)Cc3c(-c4ccc5c(c4)OCO5)ccnc3O2)cc1 (configuration not stated)
1%,C[C@@H](NC(=O)[C@H]1O[C@@H](n2cnc3c(N)ncnc32)[C@H](O)[C@@H]1O)c1cccc2ccccc12
5%,Cn1nc(C(C)(C)C)cc1C(=O)N1CCCCC1c1cc(C(=O)Nc2ccccc2Cl)no1 (configuration not stated)
8%,CCc1nc2ccc(C(=O)NC3CCN(Cc4ccccc4)CC3)cn2c1N(CC)CCOC
-2%,O=C(NCc1ccccc1Cl)[C@H]1CCCN1C(=O)[C@H]1CCCN1C(=O)c1cccc2ccccc12
-17%,CCOc1cc(OCC)cc(C(=O)N2CCC[C@H]2C(=O)N2CCC[C@H]2C(=O)NCc2ccncc2)c1
7%,COc1cccc(CNC(=O)[C@@H]2CCCN2C(=O)[C@H]2CCCCN2C(=O)c2cccc3ccccc23)c1
10%,CCOc1ccc(CCN2C(=O)C(=O)N([C@@H](Cc3ccccc3)CN3CCC[C@H]3CN3C(=O)C(=O)NC[C@@H]3Cc3ccc(O)cc3)C[C@@H]2Cc2ccc(O)cc2)cc1

Later entries:
GLS inh,SMILES
10%,CC1(Cc2cccc(C(N)=O)c2)C(=O)Nc2c(Cl)cccc21 (configuration not stated)
3%,COc1cc(CN2C[C@@H](CO)O[C@@H](n3cnc4c(NCCCO)ncnc43)C2)cc(OC)c1OC
6%,COc1cc(NC(=O)c2cccc3c(-c4cccnc4)coc23)cc(OC)c1OC
-3%,CCCCc1c(-c2ccc(OC)c(OC)c2)ncn1CCc1ccccc1OC
9%,CC(=O)NC(c1cccc(F)c1)c1nc(/C=C/c2ccccc2)cs1 (configuration not stated)
-12%,CC(C)c1ccc(CC(=O)N2CCC2(C)C(=O)NCCC#N)cc1 (configuration not stated)
0%,CC(O)(c1cccc(F)c1)c1nc(-c2cccc(C(=O)O)c2)cs1 (configuration not stated)
0%,C/C=C1\NC(=O)[C@H]2CSSCC/C=C\[C@H](CC(=O)N[C@H](C(C)C)C(=O)N2)OC(=O)C(C(C)C)NC1=O (some centres not stated)
2%,COc1ccc(-c2nc3c4ccccc4ccn3c2Cc2ccc(C)cc2)cc1OC
-7%,CCC(=O)N1CCCC1(C)C(=O)Nc1ccc(C)c(C)c1 (configuration not stated)
0%,Cc1oc(-c2ccc(Cl)cc2)cc1C(=O)N1CCC1(C)C(=O)O (configuration not stated)
8%,CCCCNC(=O)C(NC(=O)c1cccc(C(F)(F)F)c1)C(=O)c1ccccc1 (configuration not stated)
-6%,Nc1nc(N)c(N=O)c(Nc2ccc(Cl)c(Cl)c2)n1
-9%,CCOC1=C2[C@H](c3ccccc3)N(S(=O)(=O)c3ccc(C)cc3)[C@H](C(C)C)[C@H]2n2c(=O)n(-c3ccccc3)c(=O)n2C1
2%,Cc1ccc(C(O)c2ncc(-c3ccccc3C)[nH]2)cc1 (configuration not stated)
1%,OC[C@@H]1CN(Cc2cccs2)C[C@H](n2cnc3c(N4CCOCC4)ncnc32)O1
20%,CN(C)Cc1csc(NC(=O)Nc2ccccc2Cc2ccccc2)n1
4%,CCOc1ccc(CCN2C(=S)N([C@@H](Cc3ccc(O)cc3)CN3CCC[C@@H]3CN3C(=S)NC[C@@H]3Cc3ccccc3)C[C@@H]2CC(C)C)cc1
9%,CC(C)c1cccc(-c2csc(C(C)(O)c3ccccc3)n2)c1 (configuration not stated)
4%,CC(O)(c1cccnc1)c1nc(-c2ccc3ccccc3c2)cs1 (configuration not stated)
4%,CC(C)Nc1nc(-c2ccccc2F)c2sc(-c3ccccc3)cc2n1
10%,CC(=O)Nc1cccc(-c2csc(C(O)c3cccc(Cl)c3)n2)c1 (configuration not stated)
0%,CC(=O)NC(c1ccccc1)c1nc(-c2ccccc2)cs1 (configuration not stated)
-3%,CCCS(=O)(=O)NC(=O)C1(C)CCCN(C(=O)COc2ccccc2)C1 (configuration not stated)
3%,Cc1ccccc1-c1ccc(CN2C(C)C(=O)N(Cc3cn(Cc4ccco4)nn3)CCS2(=O)=O)cc1 (configuration not stated)
0%,CC1(C(=O)NS(C)(=O)=O)CCN1C(=O)CC(c1ccccc1)c1ccccc1 (configuration not stated)
2%,CCCCCc1c(CC)ncn1CCc1ccccc1OC
7%,O=C(NCc1ccccn1)[C@@H]1CCCN1C(=O)[C@@H]1CCCN1C(=O)c1ccccc1
2%,CCc1nc2c(OCc3ccc(Cl)cc3)cccn2c1N(C)C(=O)c1ccncc1
0%,C[C@H](NC(=O)[C@@H]1CCCN1C(=O)[C@@H]1CCCN1C(=O)c1ccccc1)c1ccccc1
-13%,COc1ccc(C(N)c2csc(Nc3ccc(S(C)(=O)=O)cc3)n2)cc1 (configuration not stated)
1%,COc1ccc(N=C(C)C2C(=O)c3ccccc3C2=O)cc1
-1%,CN(C)c1ncnc2c1ncn2[C@H]1CN(Cc2ccc(F)cc2)C[C@@H](CO)O1
-18%,COc1ccc(Cl)cc1Cn1c(C)c(C(=O)NCc2ccc(F)cc2)sc1=O
-16%,COC(=O)C1(C(=O)OC)C/C=C\CCN(S(=O)(=O)c2ccccc2[N+](=O)[O-])CC1
-1%,CC(=O)Nc1cc(-c2cccc(NS(C)(=O)=O)c2)cn2c(-c3ccc(F)c(Cl)c3)cnc12
9%,NC(COCc1ccccc1)c1csc(Nc2ccc(S(N)(=O)=O)cc2)n1 (configuration not stated)
16%,CN(C)CCNC(=O)c1cccc(-c2cc(NC=O)c3ncc(-c4cccc(C(F)(F)F)c4)n3c2)c1
1%,COc1cc(C(O)c2nc(-c3cnn(C)c3)cs2)ccc1F (configuration not stated)
11%,CC(C)C[C@H]1CNC(=S)N1C[C@H]1CCCN1C[C@H](Cc1ccc(O)cc1)N1C[C@H](Cc2ccc(O)cc2)N(CCc2ccccc2)C1=S
15%,CCCNC(=O)C1(C)CCN(Cc2ccc3ccccc3c2Br)C1 (configuration not stated)
-1%,CCCCCCCCN1C(=O)[C@H](CC(=O)NCc2cccc3ccccc23)C[C@@]2(C(=O)OCC)CCCC=C12
12%,COc1cc(CCN(C(=O)c2cc3ccccc3[nH]2)C(C)c2nc3ccccc3[nH]2)cc(OC)c1 (configuration not stated)
11%,CCc1ccc2c(c1)NC(=O)C2(C)Cc1ccc(OC(F)(F)F)cc1 (configuration not stated)
0%&-16%,CCC(c1nnnn1-c1ccc2c(c1)OCCO2)N1CCN(c2ncccc2C(F)(F)F)CC1 (configuration not stated)
6%,CCc1nc2ccc(C(=O)Nc3cccc(OCC(=O)N(C)C)c3)cn2c1N(CC)CCOC
5%,CCCCC[C@H](C)N1C[C@H](COCc2ccccc2)Oc2cc(N3CC[C@@H](O)C3)ccc2S1(=O)=O
-3%,CCCC(=O)N1CCC1(C)C(=O)Nc1ccccc1C(C)(C)C (configuration not stated)
10%,CCCC(=O)N1CCC1(C)C(=O)Nc1cc(OC)ccc1OC (configuration not stated)
-5%,CC(CCc1ccc2c(c1)OCO2)NN (configuration not stated)
2%,CCOC(=O)C1=C[C@@H](C(C)(C)C)N(S(=O)(=O)c2ccc(C)cc2)[C@H]1c1ccccc1Cl
15%,CCC(=O)N1CCCC(C)(C(=O)NS(=O)(=O)c2cccs2)C1 (configuration not stated)

Some of the compounds tested; the hit share may differ from the screen's.
